Source: PubChem BioAssay (several laboratories)
PPARg SRC-2 ag: promotes SRC-2 coactivator recruitment by human PPARgamma; hit rate 0.34% among 200,000; activation, % at 8 µM; PPARgamma LBD-SRC-2 recruitment, biochemical; AID 1032; P37231; in the data active = activation above about 22%;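 also: 0% = vehicle and 100% = reference agonist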
Target sequence (P37231 whole entry, looked up, the tested form may be a part): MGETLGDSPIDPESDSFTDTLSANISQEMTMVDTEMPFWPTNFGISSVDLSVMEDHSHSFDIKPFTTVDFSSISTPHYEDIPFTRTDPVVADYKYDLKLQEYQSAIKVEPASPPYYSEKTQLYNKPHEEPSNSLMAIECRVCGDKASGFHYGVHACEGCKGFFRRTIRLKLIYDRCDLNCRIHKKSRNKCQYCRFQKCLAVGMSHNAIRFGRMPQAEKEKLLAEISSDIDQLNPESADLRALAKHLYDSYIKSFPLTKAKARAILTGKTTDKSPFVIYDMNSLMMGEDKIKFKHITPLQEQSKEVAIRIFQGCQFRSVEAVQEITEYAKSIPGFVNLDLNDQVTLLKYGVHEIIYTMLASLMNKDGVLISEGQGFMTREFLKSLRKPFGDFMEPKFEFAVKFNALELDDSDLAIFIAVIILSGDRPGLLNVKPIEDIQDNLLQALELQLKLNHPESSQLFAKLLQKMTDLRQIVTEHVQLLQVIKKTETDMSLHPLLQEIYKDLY
STAT3 inh: inhibitors of IL-6 induced STAT3 signaling; U3A cells, IL-6 STAT3-luciferase reporter, luminescence; host cell line lacks STAT1; inhibition, % at 5.5 µM; hit rate 0.89% among 190,000;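 active = inhibition above the mean inhibition across all screened compounds plus 3 SD, cut at about 44% in these data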;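 also: 0% = DMSO only wells and 100% = 100 µM nifuroxazide control wells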
SRC2 TRFRET art: counter-screen for PPARgamma SRC-2 recruitment agonists: TR-FRET artefact | stronger effect = higher value | TR-FRET ratio at 8 µM | hit rate 0.4% among 200,000 | AID 1049; in the data active = TR-FRET ratio above about 2000; also: inactives centre near 1500
bIAP activator: increases bovine intestinal alkaline phosphatase activity | hit rate 0.17% among 200,000 | purified bovine IAP, CDP-star luminescence, 30 min; stronger effect = higher value; fold of DMSO-control signal, blank-subtracted | activation factor at 20 µM | AID 1016;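 active = activation factor of 2 or more at 20 µM, a signal rise over negative controls twice the positive control's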
STAT1 blocker: inhibitors of IFN-gamma induced STAT1 signaling; hit rate 0.35% among 200,000; NIH 3T3 STAT1-luciferase reporter, luminescence; inhibition, % at 5.5 µM;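 active = inhibition above a set limit, the mean inhibition across all tested compounds plus 3 SD, cut at about 34% in these data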;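 also: 0% = IFN-gamma with DMSO and 100% = IFN-gamma with 300 µM nifuroxazide; values of inactives mirror those of a sister screen read the other way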
TNAP act hiacc: TNAP (human) activation, high acceptor; P05186; purified TNAP, CDP-star luminescence, 1 M DEA, 30 min; stronger effect = higher value; 0 = EDTA background, 1 = DMSO-only activity; activation factor at 20 µM; 200,000 tested, under 10 active;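 active = activation factor at least 2 at 20 µM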
Target sequence (P05186 whole entry, looked up): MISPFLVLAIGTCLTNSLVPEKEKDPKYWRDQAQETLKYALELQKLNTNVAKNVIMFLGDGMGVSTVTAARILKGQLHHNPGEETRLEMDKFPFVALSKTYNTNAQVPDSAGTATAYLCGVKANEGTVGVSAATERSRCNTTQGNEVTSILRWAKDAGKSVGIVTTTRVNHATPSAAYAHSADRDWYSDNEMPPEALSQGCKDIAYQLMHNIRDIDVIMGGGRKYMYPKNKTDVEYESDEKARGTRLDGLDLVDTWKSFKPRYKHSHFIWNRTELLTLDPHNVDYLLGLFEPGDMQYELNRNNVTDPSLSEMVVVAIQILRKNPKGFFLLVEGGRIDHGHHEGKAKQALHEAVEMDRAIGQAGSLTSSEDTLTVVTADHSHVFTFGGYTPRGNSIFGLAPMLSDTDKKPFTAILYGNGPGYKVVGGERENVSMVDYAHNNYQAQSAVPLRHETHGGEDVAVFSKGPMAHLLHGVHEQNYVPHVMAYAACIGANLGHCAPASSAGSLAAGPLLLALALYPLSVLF
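Dosing: 20 µM single point. System: human TNAP. Amount: TNAP 1/800 final. Incubation: 30 min, room temperature. Read-out: TNAP activation factor scaled between EDTA and DMSO control wells. Signal: luminescence from CDP-star hydrolysis. Medium: 1 M DEA, pH 9.8, Mg2+, Zn2+. Control set: EDTA negative control, DMSO positive control.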
PPARg SRC3 recr: agonists of human PPARgamma SRC-3 coactivator recruitment; P37231; hit rate 0.26% among 200,000; activation, % at 8 µM; biochemical PPARgamma/SRC-3 coactivator recruitment assay; in the data active = activation above about 23%;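 also: 0% = DMSO and 100% = reference agonist; some compounds past the cut are filed as inactive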
PPARg SRC1 recr: promotes SRC-1 coactivator recruitment by human PPARgamma; PPARgamma-SRC-1 coactivator recruitment biochemical assay; activation, % at 8 µM; hit rate 0.41% among 200,000; in the data active = activation above about 19%;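 also: 0% = DMSO and 100% = reference agonist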
STAT3 act: activators of IL-6 induced STAT3 signaling. hit rate 0.91% among 190,000. U3A cells, IL-6 STAT3-luciferase reporter, luminescence; 100% = signal with IL-6 EC80 alone. activation (% of control), % at 5.6 µM;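 active = activation above the screen-wide mean of compound activation plus 3 SD, cut at about 130% in these data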;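 also: 0% = background luminescence of wells with medium and substrate only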
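Test system: STAT3-luciferase reporter U3A cells; Detection: reporter luminescence signal; Times: 1 h compound pre-exposure, 6 h IL-6 stimulation, 37 °C; Benchmarks: IL-6-only high control; Also added: IL-6 stimulus at 33 ng/mL final.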
bIAP inh: intestinal alkaline phosphatase (bovine) inhibition; purified bovine IAP, CDP-star luminescence, 30 min; inhibition, % at 20 µM; 190,000 tested, under 10 active; AID 1019;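 active = over 50% inhibition of intestinal alkaline phosphatase at 20 µM in the single-dose screen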
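Assay system: bovine IAP enzyme; medium: DEA buffer 100 mM, pH 9.8, with MgCl2 1.0 mM, ZnCl2 0.02 mM; doses: 20 µM single dose; incubation: enzyme reaction for 30 min at room temperature; detection: CDP-star luminescence signal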
ROMK primary: modulators of human ROMK potassium channel; P48048; Tet-inducible ROMK, thallium flux fluorescence; actives lie on both sides; B-score at 10 µM; hit rate 2% among 130,000; AID 1918;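 active = signal ratio slope over the read window, or its plate-corrected B-score, at least 3 SD from the plate mean, either direction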;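 also: B-score of the F/F0 ratio slope over 7 to 12 s after thallium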
Numbers without * were called inactive; . = not tested or not shown.

Compound	PPARg SRC-2 ag	STAT3 inh	SRC2 TRFRET art	bIAP activator	STAT1 blocker	TNAP act hiacc	PPARg SRC3 recr	PPARg SRC1 recr	STAT3 act	bIAP inh	ROMK primary
Cc1ccc2c3c1C1(C(=O)N3C(C)(C)CC2C)C(C#N)=C(N)Oc2cc(O)ccc21 (centres undefined)	4	0	1458	0.9	-2	1	4	7	104	8	-1.3
Cc1ccc(Cn2c(N)c(S(=O)(=O)c3cccs3)c3nc4ccccc4nc32)cc1	7	10	1728	1	11	1	10	0	95	4	.
COc1ccc(/C=N/NC(=O)CNc2n[nH]c(=O)[nH]c2=O)cc1OC	-6	2	1550	0.6	-7	1	1	-6	98	41	.
S=C(NCCCN1CCOCC1)NC1CC1	8	10	1714	0.9	1	1	-2	-5	96	10	0.036
CC1(C)CC(=O)c2cc(NC(=O)c3ccc(F)cc3)c(=O)oc2C1	-2	18	1487	1	-1	1.1	-4	1	87	0	0.72
CCOC(=O)C(NCc1ccccn1)(NC(=O)c1cccnc1)C(F)(F)F (centres undefined)	6	-14	1549	1.3	17	1	2	3	114	-27	1.2
CC1(C)Cc2c(sc3nc4n(c(=N)c23)CCCCC4)CO1	4	5	1634	0.2	9	1.1	5	0	95	.	-0.51
Nc1ccc(-c2cc(-c3cccc(N)c3)nc(-c3ccccc3)n2)cc1	2	10	1372	0.9	-7	1	4	1	96	14	.
Cc1nc2ncc(Br)cc2[nH]1	-3	11	1334	1	-4	1	4	-5	98	5	-0.28
Cc1ccc(C2CC(=O)Nc3cc4c(cc32)OCCO4)s1 (centres undefined)	-7	6	1330	0.8	-4	1.1	-11	-3	98	18	.
CC(C)(C)c1ccc(/C=N/NC(=S)Nc2cccnc2)cc1	-1	16	1469	1	-2	0.9	8	2	92	-3	1.8
O=C(Cc1ccc(Cl)c(Cl)c1)Nc1ccc2[nH]c(=O)[nH]c2c1	0	-11	1559	1	-10	1	-3	-2	115	-4	-0.027
CCOC(=O)/C(=C/C=C1\Sc2cc(C)c(C)cc2N1CC)C(C)=O	-2	22	1411	0.9	40*	0.7	4	-2	85	13	.
O=C(NCc1ccco1)C(c1ccccc1F)N(Cc1cccnc1)C(=O)Cn1nnc2ccccc21 (centres undefined)	8	4	1558	1.2	-4	1.1	0	6	103	-19	.
COc1ccc(NC(=O)c2ccc(Br)o2)c([N+](=O)[O-])c1	-1	-6	1369	1	-30	1	-7	1	109	4	.

More entries follow.
Compound	PPARg SRC-2 ag	STAT3 inh	SRC2 TRFRET art	bIAP activator	STAT1 blocker	TNAP act hiacc	PPARg SRC3 recr	PPARg SRC1 recr	STAT3 act	bIAP inh	ROMK primary
Cc1ccc(C(=O)NNC(=O)CSc2nnc(-c3ccncc3)n2-c2ccc(C)cc2)cc1	5	-9	1419	1	-2	1	-7	-3	109	0	.
CCOC(=O)c1ccc(NC(=O)Cn2cccc2)cc1	-5	11	1654	0.9	-1	1	2	3	93	10	-0.15
CN=C(NC)SC1CC(=O)N(c2ccccc2)C1=O (centres undefined)	0	10	1657	0.9	-5	1.1	4	9	98	7	.
Cc1ccc(Nc2nc(COC(=O)COc3ccc(C=O)cc3)cs2)cc1	5	-3	1626	1	-35	1	3	-3	102	5	.
CCC(C)N(NC(C)=O)c1nc(Cl)nc(NC(C)C)n1 (centres undefined)	3	-3	1485	0.9	5	1	-1	-4	107	5	.
Cc1c(C(=O)O)c(=S)sn1CCOc1ccccc1	17	-32	1546	0.9	-4	1.1	6	1	131	10	1.6
Cc1cccc(NC(=O)C2C3CCC4C(CCC32)C4(Cl)Cl)c1 (centres undefined)	-7	12	1380	1	-6	1	-4	-4	92	3	.
CCCCOc1ncnc2c1[nH]c1ccc(F)cc12	5	83*	1608	0.8	22	0.9	6	3	35	20	.
Cc1ccc(C(=O)Nc2cc(Cl)ccc2OC(=O)c2ccc(C)cc2)cc1	5	-45	1455	0.9	5	1	3	0	140*	7	-1.2
COc1ccc2nc3oc(C(=O)N4CCN(c5ccccc5F)CC4)cc3cc2c1	5	-2	1578	0.9	-4	1	-5	5	106	9	.
CCNC(=O)CC1SC(=Nc2ccc(Cl)cc2)N(CC)C1=O (centres undefined)	16	7	1735	1.1	4	1	1	0	94	-8	0.91
CC1Cc2cc(-c3csc(NC(=O)Cc4ccccc4)n3)ccc2N1S(C)(=O)=O (centres undefined)	11	66*	1627	1.1	3	1	5	3	47	-10	.
Cc1cc(C)cc(NC(=S)NCc2cccnc2)c1	13	6	1491	0.9	8	1	2	-1	98	6	-0.011
Cc1nnc(NC(=O)c2ccc3c(c2)C(=O)N(CCC(C)C)C3=O)s1	3	14	1582	0.9	1	1	4	1	91	14	.
CCOc1ccccc1NC(=S)N1CCCc2ccccc21	2	8	1410	0.9	-7	1	1	4	96	8	-0.34

Whole records, looked up by structure:
Entry for CCC(C)N(NC(C)=O)c1nc(Cl)nc(NC(C)C)n1 (centres undefined) : PPARg SRC-2 ag = 3; STAT3 inh = -3; SRC2 TRFRET art = 1485; bIAP activator = 0.9; STAT1 blocker = 5; TNAP act hiacc = 1; PPARg SRC3 recr = -1; PPARg SRC1 recr = -4; STAT3 act = 107; bIAP inh = 5; ROMK primary = .
Entry for CN=C(NC)SC1CC(=O)N(c2ccccc2)C1=O (centres undefined) : PPARg SRC-2 ag = 0; STAT3 inh = 10; SRC2 TRFRET art = 1657; bIAP activator = 0.9; STAT1 blocker = -5; TNAP act hiacc = 1.1; PPARg SRC3 recr = 4; PPARg SRC1 recr = 9; STAT3 act = 98; bIAP inh = 7; ROMK primary = .

Other results:
Compound	PPARg SRC-2 ag	STAT3 inh	SRC2 TRFRET art	bIAP activator	STAT1 blocker	TNAP act hiacc	PPARg SRC3 recr	PPARg SRC1 recr	STAT3 act	bIAP inh	ROMK primary
Cc1nc2c3ccccc3nc(NNC(=O)CCC(=O)NC(C)C)n2n1	8	-4	1518	1.1	0	1	5	6	104	-9	0.27
O=C(COC(=O)c1ccc(O)cc1)Nc1nccs1	-3	-6	1441	1	-23	1.1	-1	-7	109	-2	0.2
COc1cc2nc(N(C)CCCNC(=O)C3CCCO3)nc(N)c2cc1OC (centres undefined)	-6	.	1697	1.1	.	1	3	8	.	-9	.
Cc1nc2ccc(S(=O)(=O)NCC(=O)N(C)Cc3ccccc3)cc2s1	-4	2	1546	0.9	2	1	-6	3	100	12	0.65
COc1ccccc1NC1=C(N2CCCCC2)C(=O)c2ccccc2C1=O	8	2	1618	0.8	11	0.9	-1	8	98	23	-0.64
COC(=O)c1ccc(NC(=O)CN(c2ccc(C)cc2)S(=O)(=O)c2c(C)n[nH]c2C)cc1	-3	-2	1384	1.3	-2	1	-9	4	105	-30	.
CC1CN(C(=O)c2cc([N+](=O)[O-])cc([N+](=O)[O-])c2)CC(C)O1 (centres undefined)	6	0	1490	1.2	1	1.1	-4	0	102	-24	.
O=C(O)c1ccccc1SCc1cn2ccccc2n1	-8	-7	1424	1	-2	1	2	-1	109	4	0.23
Cn1c(=O)[nH]c(=O)c2c1nc(N1CCCC1)n2CC(O)COc1ccccc1 (centres undefined)	-5	3	1350	1.1	-2	1	1	2	101	-6	.
O=C(Cn1cnc2cc([N+](=O)[O-])ccc2c1=O)NCCc1ccc(F)cc1	-7	4	1522	1.2	-2	1	0	0	101	-16	-0.72
CCN(CC(=O)Nc1ccc(C(=O)OC)cc1)Cc1ccccc1	2	10	1705	0.9	3	1	5	7	97	6	0.15
CCCCNC(=S)Nc1ccc2[nH]c(=O)[nH]c2c1	2	2	1471	1.1	-3	1	-3	3	103	-13	-0.2
COc1ccc(NC(=O)N2CCn3c2nc2ccccc23)cc1	-7	-59	1436	0.9	-3	1	0	-3	151*	8	.
O=C(c1cn(-c2ccccc2)nc1-c1ccccc1)N1CCN(c2ccccn2)CC1	1	-18	1655	1.2	-19	1	2	11	120	-16	-0.37
C=CCOC(=O)C(C#N)c1nc2ccccc2nc1N1CCC(C(=O)OCC)CC1 (centres undefined)	7	7	1615	0.9	4	1	2	9	100	8	-2.1

(continued)
Compound	PPARg SRC-2 ag	STAT3 inh	SRC2 TRFRET art	bIAP activator	STAT1 blocker	TNAP act hiacc	PPARg SRC3 recr	PPARg SRC1 recr	STAT3 act	bIAP inh	ROMK primary
O=C(NCc1ccccc1)c1ccc(-c2ccc(F)cc2)o1	7	0	1473	0.8	-2	1	-3	-3	100	15	-1.2
c1ccc(CCCNCC2COc3ccccc3O2)cc1 (centres undefined)	-4	-1	1498	0.9	-2	1	1	11	103	12	-1.5
O=c1[nH][nH]c(=O)c2cc(N3CCCC3)ccc12	1	6	1688	1	-12	1	4	5	97	4	.
O=C(N/N=C/c1ccc([N+](=O)[O-])o1)c1cccc(S(=O)(=O)N2CCOCC2)c1	11	18	1591	1	-2	0.9	6	2	87	1	-0.082
Cc1cccc(NC(=O)C2CC(=O)NC(Nc3nc4ccccc4s3)=N2)c1 (centres undefined)	-2	11	1750	1	1	1	1	-3	90	-1	.
COCCNC(=O)CSc1nc2ccccc2c(=O)n1CC1CCCO1 (centres undefined)	3	-3	1636	1	-6	1	3	10	105	0	0.44
O=C(COC(=O)C1(c2ccc(F)cc2)CCCC1)N1CCN(C(=O)c2ccco2)CC1	1	9	1736	1.1	-4	1.1	3	7	97	-7	.
O=[N+]([O-])c1ccccc1S(=O)(=O)N1CCN(Cc2cc3c(cc2O)OCO3)CC1	5	3	1751	0.9	-3	1	0	9	99	8	-0.79
O=C(COC(=O)c1ccccc1F)Nc1cc(S(=O)(=O)N2CCOCC2)ccc1N1CCCC1	11	10	1663	1	-17	1	7	2	94	1	-0.7
NC(=O)c1ccc(NC(=O)COc2ccc([N+](=O)[O-])cc2Cl)cc1	8	13	1554	1	-1	1.1	0	2	95	-5	0.37
CCN1C(=O)CC(N2CCC(Nc3ccc(OC)cc3)CC2)C1=O (centres undefined)	7	1	1621	1	-6	1.1	5	-1	103	4	.
Cc1ccc(C(=O)CNc2cccc([N+](=O)[O-])c2)cc1	2	18	1750	1	-8	1	3	4	90	-3	-1.9
COc1cc(C(=O)Nc2nc3ccc4nc(C)sc4c3s2)cc(OC)c1OC	4	6	1480	1	-6	1.1	9	16	99	-4	.
CCN(CC)CCn1c2ccc(F)cc2c2nc(C)sc21	-3	-1	1637	1	-7	1.1	2	4	104	4	.
Cc1sc(NC(=O)C2CCCCC2)c(C#N)c1-c1ccccc1	12	-9	1720	1	-33	0.9	12	7	111	3	0.013
Cc1cccc(NC(=S)NCCO)c1C	10	6	1565	0.9	-6	1	3	3	95	6	0.56
Clc1ccc(OCCSCc2nc3ccccc3[nH]2)cc1	11	15	1579	1.1	8	1	0	10	90	-9	.
CCOC(=O)c1sc(NC(=O)CCCCCN2C(=O)c3cccc4cccc(c34)C2=O)nc1C	3	18	1589	1.1	2	1	6	-4	90	-6	.
